# Yeast eIF2B = eIF2B (yeast) activity modulation; AID 688; S. cerevisiae eIF2B-epsilon R284H, GCN4-lacZ luminescence; 27,000 compounds, 0.91% hits; inhibition, % at 25 µM (by protocol);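 active = mutant luminescence inhibited past about 50% while wild type luminescence and mutant growth stay under set limits, limit read from the data; inconclusive = mutant versus wild type luminescence inhibition gap past a set limit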; note: some compounds called inactive have numbers as strong as hits
#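 Material: yeast eIF2B-epsilon R284H mutant carrying GCN4–beta-galactosidase fusion. Medium: YPD yeast growth medium. Incubation: 16 h growth with compound at 30 °C, 90 min Beta-Glo step. Signal: Beta-Glo luminescence plus absorbance at 595 nm. Evaluation: % inhibition of reporter signal and growth versus controls. Doses: 25 µM single dose.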
# Yeast growth tox = Inhibits yeast growth, turbidity readout; AID 685; growth inhibition, % at 25 µM (by protocol); S. cerevisiae wild-type growth, A595 turbidity, 16 h; 30,000 compounds, 0.3% hits;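 active = mutant and wild-type yeast strains alike exhibit over 30% growth inhibition; inconclusive = a strain exceeds 50% while the second remains under 30%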;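 note: 0% = untreated cell controls and 100% = YPD media blanks without cells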
#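 system = S. cerevisiae wild-type or eIF2Bepsilon-R284H mutant strain | buffer or medium = YPD medium | dosing = one dose, 25 µM compound, 0.2% DMSO | schedule = 16 h at 30 °C | measured by = A595 turbidity | evaluation = growth inhibition (%) versus cell controls and blanks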
# Yeast growth tox inhibition % = further read-out of Yeast growth tox, marked with its call; growth inhibition, %; S. cerevisiae eIF2Bepsilon-R284H mutant growth, A595 turbidity, 16 h;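 each compound tested once at 25 µM; 0% equals untreated cells and 100% equals cell-free medium blanks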
# Yeast eIF2B mutant toxicity = recorded beside Yeast eIF2B, whose call it bears; growth inhibition, %; measured here: mutant yeast growth, toxicity;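 each compound tested once at 25 µM; zero equals untreated control growth and 100 equals blank medium absorbance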
# The depositor's hits bear a star; ? = inconclusive; nt = not tested or not shown. An excerpt; the hit share may differ from the screen's.
# Start of the data: the first 2 entries as a preview:
SMILES,Yeast eIF2B,Yeast eIF2B mutant toxicity,Yeast growth tox,Yeast growth tox inhibition %
COc1ccccc1NC(=O)C1=C(C)Nc2nnnn2C1c1cccc(Br)c1 (stereo unspecified),-23,4,7,4
CCOC(=O)C(C)N1C(=O)S/C(=C/c2cc(C)n(-c3ccccn3)c2C)C1=O (stereo unspecified),22,13,25,13

# Results, from the first entry:
SMILES,Yeast eIF2B,Yeast eIF2B mutant toxicity,Yeast growth tox,Yeast growth tox inhibition %
COc1ccccc1NC(=O)C1=C(C)Nc2nnnn2C1c1cccc(Br)c1 (stereo unspecified),-23,4,7,4
CCOC(=O)C(C)N1C(=O)S/C(=C/c2cc(C)n(-c3ccccn3)c2C)C1=O (stereo unspecified),22,13,25,13
COC(=O)/C=C(\C)NC(=O)c1ccccc1Cl,16,-14,12,-14
O=C(NC1CCCCC1)NC1CCN(CC(=O)N2CCOCC2)CC1,26,14,30,14
Cc1ccccc1OCc1nnc(SCC(=O)Nc2ccc3c(c2)oc2ccccc23)n1C,7,-27,19,-27
CCc1ccc2oc(-c3cccc(N)c3)nc2c1,10,nt,-7,0
O=C(Nc1ccc(N2CCN(Cc3ccccc3)CC2)cc1)c1cccnc1,1,nt,-13,0
CCN1C(=O)C2C(C1=O)N1C(c3ccccc3)C3C(=O)N(CC)C(=O)C3N1C2c1ccccc1 (stereo unspecified),4,22,8,22
c1coc(CNc2ncnc3sc4c(c23)CCCCC4)c1,-4,-9,2,-9
O=c1nc(-c2ccccc2)cc(-c2ccccc2)[nH]1,17,5,-14,5
CCN(Cc1ccccc1)C(=O)C1CCN(Cc2ccc(OC)c(OC)c2OC)CC1,15,-5,4,-5
O=C(CN1C(=O)c2cccc3cccc1c23)Nc1ccc2c(c1)OCO2,9,-55,-47,-55
COc1ccc(N(Cc2ccccc2)C(=O)CSc2nnc(Cn3nnc4ccccc43)o2)cc1,nt,nt,-3,-2
CC(=O)Nc1ccc(-c2nnc(SCc3c(C)cc(C)cc3C)n2C)cc1,nt,nt,37,0
CCCCCn1c(=NC(C)=O)c(C#N)cc2c(=O)n3cccc(C)c3nc21,28,-31,8,-31
Cc1cc(/C=C(\C#N)C(=O)NCc2ccco2)c(C)n1C1CCCC1,27,-5,32,-5
COC(=O)c1c(NS(=O)(=O)Cc2ccccc2)sc2c1CCCC2,nt,nt,0,7
O=C(NC1CCCCC1)c1ccc(S(=O)(=O)N2CCCCC2)cc1,8,14,3,14
NC(=O)CSc1nnnn1-c1ccc2c(c1)OCCO2,15,nt,nt,nt
CN(C)CCN1C(=O)C(O)=C(C(=O)c2cc3ccccc3o2)C1c1ccccn1 (stereo unspecified),-44,-14,-12,-14
Cc1ccc(S(=O)(=O)NCCCOC(=O)Nc2ccncc2)cc1,4,-9,-2,-9
CCOC(=O)C1NC(=O)CC1c1ccccc1 (stereo unspecified),14,-19,14,-19
O=C(Nc1nc(-c2ccc(S(=O)(=O)N3CCCCCC3)cc2)cs1)c1cccs1,60*,nt,-5,8
CCCCOC(=O)CCn1c(=S)oc2ccccc21,26,-10,13,-10
O=C(CN1CCN(c2ccccn2)CC1)NC1CCCCC1,-9,2,-4,2
Cc1occc1C(=O)NC1CCCCCC1,30,4,1,4
CCN1C(=O)C(Cc2nc3ccccc3c(=O)n2C)c2ccccc21 (stereo unspecified),3,1,-11,1
Clc1ccc(-c2nn3c(-c4cccc(Cl)c4)nnc3s2)cc1,3,-21,-36,-21
C=CCn1c(N)cc(=O)nc1SCC(=O)N1CCN(c2ccc(F)cc2)CC1,6,-10,10,-10
Cc1cc(C)c(N=C2CCCN2Cc2ccccc2)c(C#N)c1,-4,nt,nt,nt

# One compound at a time, from the list above.
# CCN(Cc1ccccc1)C(=O)C1CCN(Cc2ccc(OC)c(OC)c2OC)CC1 is listed with Yeast eIF2B: 15; Yeast eIF2B mutant toxicity: -5; Yeast growth tox: 4; Yeast growth tox inhibition %: -5
# Clc1ccc(-c2nn3c(-c4cccc(Cl)c4)nnc3s2)cc1 is listed with Yeast eIF2B: 3; Yeast eIF2B mutant toxicity: -21; Yeast growth tox: -36; Yeast growth tox inhibition %: -21

# New compounds follow
SMILES,Yeast eIF2B,Yeast eIF2B mutant toxicity,Yeast growth tox,Yeast growth tox inhibition %
COc1ccc(NC(=O)CCN2CCCCCC2)c(OC)c1,nt,nt,-18,-4
CC(=O)c1cccc(NC(=O)C2CC(c3ccc(F)cc3)=NO2)c1 (stereo unspecified),18,18,-4,18
Cc1ccc(-c2noc(CC(c3ccccc3)c3ccccc3)n2)cc1,nt,nt,18,1
COc1cccc(COc2nc3c(c(=O)n(C)c(=O)n3C)n2C)c1,28,13,15,13
CN(C)C=Nc1ccc2nn(-c3ccccc3)nc2c1,2,29,4,29
COc1ccc(N(CC(=O)NCCC2=CCCCC2)S(C)(=O)=O)cc1OC,nt,nt,3,15
COc1ccc(N2CCN(C(=O)CSc3nnc(C)c(=O)[nH]3)CC2)cc1,12,5,-9,5
CCCCCOc1ccc(OC(=O)c2ccncc2)cc1,13,3,-7,3
Clc1ccc(Oc2nc(N3CCOCC3)nc(N3CCOCC3)n2)c(C2CCCCC2)c1,-14,nt,nt,nt
CC(/C=C/c1ccccc1)=N/NC(=O)c1cnccn1,23,nt,-12,0
CN(C)c1oc(-c2ccc(OCc3ccccc3)cc2)nc1C#N,24,22,26,22
O=C(CC1C(=O)N(c2ccccc2)C(=O)N1C1CCCCC1)Nc1ccccc1 (stereo unspecified),nt,nt,16,8
COc1cc(C=C(C(C)=O)C(C)=O)ccc1O,11,16,22,16
COCCn1nnnc1C(c1cccc(C(F)(F)F)c1)N1CCOCC1 (stereo unspecified),nt,nt,18,-16
COc1cccc(OC)c1C(=O)NCCN1CCN(C(=O)c2c(OC)cccc2OC)CC1,nt,nt,11,-13
Cc1ccc(/C=N/n2cnnc2)s1,-8,-5,?,nt
O=C(OCc1ccc(Cl)c(Cl)c1)c1ccccn1,nt,nt,0,12
CCOc1ccccc1-c1cc(-c2ccccc2)nc2c1c(=O)n(C)c(=O)n2C,nt,nt,-11,-11
CCC(C)C(NC(=O)C1CCC(C)CC1)C(=O)NC(CCSC)C(=O)OC (stereo unspecified),20,8,10,8
COc1ccc(Cl)cc1NC(=O)c1oc(C)nc1C,29,10,13,10
CCOC(=O)c1cc2sc(C)cc2n1CC(=O)N(CC)CC,-36,14,-1,14
Cc1nc2sc(C)c(C)c2c(=O)o1,4,5,5,5
Cc1onc(-c2c(Cl)cccc2Cl)c1C(=O)NCCN1CCOCC1,-7,nt,nt,nt
O=C(Nc1ccncc1)c1cc2ccccc2oc1=O,50*,nt,9,-10
COc1ccc(NC(=S)N/C(=N/CS(=O)(=O)c2ccccc2)c2ccccc2)cc1,-18,nt,nt,nt
CC1(C)CC(=O)c2cc(C(=O)NCc3ccco3)c(=O)n(-c3ccccc3)c2C1,23,nt,-8,0
CC(C)C(CCN1C(=O)CCC1=O)C1CCOC(C)(C)C1 (stereo unspecified),-2,nt,7,0
CCn1c(=O)n(CC)c2cc(S(=O)(=O)N3CCCCC3)c(C)cc21,14,30,21,30
CCc1c(C)nc2ncnn2c1Nc1ccc(C(C)=O)cc1,nt,nt,-1,0
CCc1c(C)c2cc(Cl)c(O)c(CN3CCCCC3)c2oc1=O,-2,-10,-8,-10
Clc1ccc(OCCn2ccnc2)c(Cl)c1,-2,-13,-19,-13
Cc1ccccc1OCC(O)Cn1c(NCc2ccccc2)nc2c1c(=O)[nH]c(=O)n2C (stereo unspecified),13,-52,-12,-52
COc1ccc(Nc2nc(N)nc(CSc3nccc(C)n3)n2)cc1,-2,-6,20,-6
COC(=O)c1coc(-c2ccc(OC)cc2)c1C(=O)OC,22,28,13,28
Cc1cc(OCC(=O)Nc2ccncc2)cc(C)c1Br,20,8,13,8
COc1ccc(Cc2nc(C(=O)Nc3ccc(F)cc3)cs2)cc1,18,12,12,12
CCN(CC)CCCN1C(=O)C(=O)/C(=C(/O)c2cnn(-c3ccccc3)c2C)C1c1ccncc1 (stereo unspecified),10,-9,10,-9
CN(C)c1ccc(C=Nc2ccc(N(C)C)cc2)cc1,-11,-2,0,-2
CCSc1nnc(NC(=O)C2CCCCC2)s1,11,6,13,6
CC(=O)Cc1ccccc1OC(=O)c1ccco1,20,7,15,7
COc1ccc(Nc2nc(N3CCCC3)nc3ccccc23)c(OC)c1,-3,9,5,9
Cc1nc2cc(-c3cccc(Cl)c3)nn2c(N2CCN(C(=O)c3ccco3)CC2)c1C,-11,-17,-29,-17
O=[N+]([O-])c1ccc(N2CCN(c3nc(-c4ccc(Cl)cc4)cs3)CC2)cc1,22,19,2,19
CC(=O)Nc1sc2c(c1C(N)=O)CCC2,-6,23,19,23
COc1ccc(-c2nnc(SCc3cccc(C#N)c3)o2)cc1,-2,13,-7,13
CC(=O)c1cc(-c2ccccc2)[nH]c1N1CCCC1,-4,8,1,8
CCCSc1nc(O)c(C2OC(=O)c3c2ccc(OC)c3OC)c(=O)n1C (stereo unspecified),11,5,12,5
Cc1nc2sc3c(c2c(=O)n1/N=C/c1ccco1)CCCC3,12,-3,2,-3
CCC(CC)C(=O)Nc1cccc(S(=O)(=O)c2cccc(NC(=O)C(CC)CC)c2)c1,16,3,-4,3
CC(=O)Nc1ccc(C(=O)n2cnc3cc(C)c(C)cc32)cc1,31,-13,3,-13
CCOC(=O)NC(c1cccc(Cl)c1)C1CCCCCC1=O (stereo unspecified),11,3,13,3
O=c1nc2sc3ccccc3n2c(=O)n1-c1cccc(Cl)c1,nt,nt,14,12
O=C(O)c1cc2cccc(S(=O)(=O)N3CCOCC3)c2cc1O,43,-3,6,-3
COc1ccc(C)cc1NS(=O)(=O)c1ccc(Br)s1,15,20,19,20
COc1cccc(OC)c1OCCCc1c(C)n[nH]c1C,23,-18,-7,-18
O=C(/C=C/c1ccccc1)N1CCN(Cc2nc3ccccc3c(=O)[nH]2)CC1,18,nt,27,0
Cc1ccc(OCC(=O)Nc2ccc(N3CCOCC3)cc2)cc1,8,26,-10,26
COc1ccc(C(c2nnnn2Cc2ccccc2)N2CCN(c3nc4ccccc4s3)CC2)cc1 (stereo unspecified),31,-7,-3,-7
OC(COCc1ccc2c(c1)OCO2)CN1CCN(Cc2ccccc2)CC1 (stereo unspecified),12,14,19,14
c1ccc(CCN2CN(CCCN3CCOCC3)c3nc4ccccc4n3C2)cc1,19,7,11,7

# (listing goes on)
SMILES,Yeast eIF2B,Yeast eIF2B mutant toxicity,Yeast growth tox,Yeast growth tox inhibition %
CCCCC(=O)NC(c1cccc([N+](=O)[O-])c1)c1c(OC(C)=O)ccc2ccccc12 (stereo unspecified),-1,-7,-15,-7
CCOC(=O)C1CCN(C(=O)Cc2c(F)cccc2Cl)CC1,nt,nt,10,-7
O=C(O)CC(NC(=O)C(c1ccccc1)c1ccccc1)c1ccco1 (stereo unspecified),7,-12,-2,-12
CC(C)NC(=O)c1ccc2c(c1)S(=O)(=O)c1ccccc1C2=O,nt,nt,9,13
CCc1cccc(NC(=O)CN(C)S(=O)(=O)c2cnc[nH]2)c1,18,-7,34,-7
Cc1cc(N2CCCCC2)nc2ccc(NC(=O)c3ccc(Br)o3)cc12,nt,nt,-2,25
O=C(O)CC1SC(=O)N(Cc2ccccc2)C1=O (stereo unspecified),nt,nt,13,-7
Cc1ccc(NC(=O)COC(=O)c2ccnn2C)cc1,-9,-8,16,-8
Cc1nnc(NC(=O)C2CCCCC2)s1,-32,12,21,12
Cc1nn(C)cc1C=NCCOCc1ccccc1,-6,-9,23,-9
CCCCSc1nnc(CCCCCNC(=O)OC(C)(C)C)o1,19,-11,13,-11
CCn1c(C(C)NC(=O)Cc2ccccc2)nc2ccccc21 (stereo unspecified),21,-5,20,-5
C=CCc1c(C)nc(SC)nc1Nc1ccccc1,22,-6,-3,-6
CCOC(=O)C1=NN(c2ccc(OC)cc2)C(c2ccccc2)CC1=O (stereo unspecified),42,nt,nt,nt
CCC(=O)Nc1cccc(NC(=O)c2cc3ccccc3o2)c1,0,9,11,9
COc1ccc2nc(-c3ccco3)c(-c3ccco3)nc2c1,-19,8,3,8
CC(C)OCCCNc1ncnc2c1[nH]c1ccccc12,-23,11,14,11
CCCn1c2c(c(O)c(C(=O)NCCCN(CC)CC)c1=O)CCCC2,-45,15,17,15
